Source: PubChem BioAssay
KDM5B inhibitor: blocks human KDM5B histone demethylase activity; KDM5B demethylase, FDH-coupled NADH fluorescence (FDH is formaldehyde dehydrogenase); 220,000 tested, 2.6% active; Potency, µM (doses to about 57.7 µM), for inactives: at the highest dose activity change, negative = inhibition, actives largely listed as inhibitors; AID 1347165; active = well fitted inhibition curve with a large enough effect; inconclusive = small, poorly fitted or top-dose-only effect; inactive = no such curve, though single readings can be large or run the other way; note: 0% is about no effect; nearly all actives have a fitted effect of over 70% in size
Target sequence (Q9UGL1 whole entry, looked up): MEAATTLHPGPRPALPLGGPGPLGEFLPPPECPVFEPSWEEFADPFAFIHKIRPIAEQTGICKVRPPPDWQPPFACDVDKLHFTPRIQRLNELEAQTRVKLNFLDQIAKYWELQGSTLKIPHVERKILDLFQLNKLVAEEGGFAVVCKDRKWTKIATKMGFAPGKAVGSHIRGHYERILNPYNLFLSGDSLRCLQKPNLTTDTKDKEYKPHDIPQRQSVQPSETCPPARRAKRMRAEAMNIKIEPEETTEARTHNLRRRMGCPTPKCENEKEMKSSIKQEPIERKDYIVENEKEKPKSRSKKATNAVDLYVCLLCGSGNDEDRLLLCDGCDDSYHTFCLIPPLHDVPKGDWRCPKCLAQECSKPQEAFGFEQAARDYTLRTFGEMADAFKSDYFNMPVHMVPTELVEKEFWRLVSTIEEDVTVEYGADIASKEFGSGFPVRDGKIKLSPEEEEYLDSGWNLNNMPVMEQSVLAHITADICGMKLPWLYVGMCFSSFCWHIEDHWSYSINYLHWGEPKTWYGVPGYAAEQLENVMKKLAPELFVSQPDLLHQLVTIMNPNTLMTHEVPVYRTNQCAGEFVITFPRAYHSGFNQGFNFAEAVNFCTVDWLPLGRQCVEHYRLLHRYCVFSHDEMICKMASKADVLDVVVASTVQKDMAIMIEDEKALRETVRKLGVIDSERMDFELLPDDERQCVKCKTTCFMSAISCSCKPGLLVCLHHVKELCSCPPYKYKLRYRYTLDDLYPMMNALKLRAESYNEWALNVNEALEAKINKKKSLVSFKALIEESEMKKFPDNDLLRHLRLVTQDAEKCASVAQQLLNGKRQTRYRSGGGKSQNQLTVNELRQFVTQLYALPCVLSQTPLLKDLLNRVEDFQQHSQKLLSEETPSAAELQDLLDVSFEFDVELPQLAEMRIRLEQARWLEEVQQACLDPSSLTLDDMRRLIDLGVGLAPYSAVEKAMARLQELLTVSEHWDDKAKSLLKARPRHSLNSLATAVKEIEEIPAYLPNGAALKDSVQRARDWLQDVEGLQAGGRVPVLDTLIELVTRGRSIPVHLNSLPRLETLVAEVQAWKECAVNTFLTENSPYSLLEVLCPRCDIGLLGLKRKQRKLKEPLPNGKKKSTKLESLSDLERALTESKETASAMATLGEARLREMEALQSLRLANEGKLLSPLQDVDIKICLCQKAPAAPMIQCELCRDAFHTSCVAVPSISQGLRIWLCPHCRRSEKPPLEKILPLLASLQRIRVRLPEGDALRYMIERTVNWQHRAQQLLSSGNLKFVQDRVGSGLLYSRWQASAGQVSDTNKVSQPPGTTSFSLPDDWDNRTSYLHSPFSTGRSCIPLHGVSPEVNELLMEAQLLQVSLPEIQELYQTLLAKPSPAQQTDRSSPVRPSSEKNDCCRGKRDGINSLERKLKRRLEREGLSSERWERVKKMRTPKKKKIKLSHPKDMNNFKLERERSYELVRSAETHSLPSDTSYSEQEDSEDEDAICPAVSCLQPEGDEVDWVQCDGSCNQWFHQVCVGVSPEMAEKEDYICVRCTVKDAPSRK
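Coupled FDH/NAD⁺ fluorescence readout. KDM5BΔAP 200 nM final; compound titration, 10 min RT preincubation; substrate mix 12.5 µM H3K4me3, 25 µM 2-OG, 50 µM Fe(II), 100 µM ascorbate, 0.25 mM NAD⁺, 0.25 U/mL FDH; ΔRFU over 30 min.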
Numbers without * were called inactive; i = inactive; ? = inconclusive; & = joins results of further samples; [ ] = dose if it differs, or a comment. Potency is the fitted concentration of half-maximal effect.

canonical_smiles	KDM5B inhibitor
Cn1ccnc1CN1CCOC(CCNC(=O)NC2CCCC2)C1 (stereo not drawn)	-11%
COc1ccc(OC)c(NC(=O)CSc2nn3c(=O)c(C)nnc3s2)c1	-13%
COc1ccc(C)cc1CN(C)C(=O)Cc1c[nH]c2ccccc12	8%
O=C(c1cc(-c2ccc(Cl)cc2Cl)c2cccn2n1)N1CCCC1	-21%[115 µM]
CCn1nnc(-c2cccc(NS(=O)(=O)NCc3ccccc3)c2)n1	-19%
COc1ccc(CNC(=O)c2ccc(CS(=O)c3ccc(C)cc3)o2)cc1OC (stereo not drawn)	-9%
Cn1cccc1-c1nc2ccccc2[nH]1	?
CCn1ccc(C(=O)N2CCCC2c2nc(C3CCOCC3)no2)n1 (stereo not drawn)	?
CN(C)C(=O)c1ccc(-c2ccc(Br)cc2)s1	13%
COc1ccc(-c2nc(C)c(C)cc2C#N)c2cccnc12	32µM*
CCOc1ccc(C2CC(=O)Nc3c2c(=O)nc(SCc2ccccc2C)n3C)cc1OC (stereo not drawn)	-18%
COc1ccc(CNC(=O)C(C)OC(=O)c2ccc3c(c2)NC(=O)CS3)cc1OC (stereo not drawn)	15%

Structures listed so far that contain an aryl thioether with sulfur outside any ring (2):
canonical_smiles	KDM5B inhibitor
COc1ccc(OC)c(NC(=O)CSc2nn3c(=O)c(C)nnc3s2)c1	-13%
CCOc1ccc(C2CC(=O)Nc3c2c(=O)nc(SCc2ccccc2C)n3C)cc1OC (stereo not drawn)	-18%

Next section:
canonical_smiles	KDM5B inhibitor
CCCS(=O)(=O)N1CCc2nn(C)c(=O)n2CC1	-3%
Cc1cccc(C(=O)NCCc2sc(-c3ccccc3)nc2C)c1	?
CCOC(=O)c1cccc(NC(=O)c2nn(-c3ccc(OC)cc3)c(=O)c3c2c2ccccc2n3C)c1	-5%
Nc1scn[n+]1Cc1cccc2cccnc12	25%
COc1ccc(CN2CCNC(=O)C2CC(=O)NCc2ccco2)c(F)c1 (stereo not drawn)	10µM*
O=C(c1ccc2c(c1)OCO2)N1C[C@@H](CO)[C@H](c2ccncc2)C1	22%
COCc1nc(C2CCN(C(=O)N(C)C)C2)no1 (stereo not drawn)	14%
COc1ccc(OC)c(-c2cc3ccc(OC)cc3oc2=O)c1	?
CCOC(=O)c1cc(-c2ccco2)nc2c1c(C)nn2-c1cccc(Cl)c1	-27%
Cc1ncccc1C(=O)N1CCCN(S(=O)(=O)c2ccccc2)CCC(=O)NCC1	-21%
CC(C)Cc1ccc(S(=O)(=O)N2CCCC2c2nncn2Cc2ccncc2)cc1 (stereo not drawn)	-14%
Cc1cccc(-n2c(=S)[nH]c3nc4c(cc3c2=O)COC(C)(C)C4)c1	2%

(continued)
canonical_smiles	KDM5B inhibitor
CCc1ccccc1Nc1nc2ccccc2c2nncn12	2%
CCCNC(=O)C1CCC(Cn2c(=O)c3sccc3n(Cc3ccccc3F)c2=O)CC1 (stereo not drawn)	14%
Cc1ccccc1CNC(=O)C(C)N(c1ccccc1)S(C)(=O)=O (stereo not drawn)	15%
CN1C[C@@H](NC(=O)c2ccccc2)C[C@H]1c1nc(-c2cnccn2)no1	-18%[86.2 µM]
CCCCNC(=O)C1CCN(S(=O)(=O)c2ccc3c(ccn3CC)c2)CC1	-16%
CCN(CC(=O)Nc1c(F)cccc1F)Cc1ncc(-c2ccc(Cl)cc2)o1	3%
Cc1cc(C(=O)N2CCCC(c3[nH]ccc3C(N)=O)C2)c(C)n1Cc1ccco1 (stereo not drawn)	?
Cc1cc(N2CCCCC2)nc2ccc(NC(=O)c3cccc(Cl)c3)cc12	?
Cc1cc(C(=O)Nc2ccc([C@H]3OCC(=O)N(Cc4nccn4C)[C@@H]3CO)cc2)n(C)n1	14%
N#Cc1nc(COc2ccc(Br)cc2)oc1N1CCCCC1	0%
O=C(CN1C(=O)CNC1=O)N1CCCN(C(=O)c2ccoc2)CC1	26%
CCOc1ccc(N2C(=O)Nc3ccc(Br)cc3C2(O)C(=O)NCCCN(C)C)cc1 (stereo not drawn)	36%

Further structures follow.
canonical_smiles	KDM5B inhibitor
COCCNc1ncnc2c1c(-c1ccccc1)cn2-c1ccc(C)c(Cl)c1	?
CCC(C)NC(=O)C(C)NC(=O)NCc1ccc(C(F)(F)F)cc1 (stereo not drawn)	20%
Cc1cc2oc(C(=O)N(Cc3ccccc3)C3CCS(=O)(=O)C3)cc(=O)c2cc1C (stereo not drawn)	11%&-4%
CCC(CO)Nc1ncnc2c1CN(C1CCCNC1)C(=O)CN2C (stereo not drawn)	?
CCC1CCc2nc3sc(C(=O)Nc4ccc(F)c(F)c4)c(N)c3cc2C1 (stereo not drawn)	3%
CCn1cnc2cc(NCc3ccccc3Cl)ccc21	-18%
Cc1ccc2[nH]c3c(=O)n(CC(=O)N4CCCC(C)C4)ncc3c2c1 (stereo not drawn)	?
COc1ccc2c(c1)c1c(c(=O)n(-c3cccc(C)c3)c(=O)n1Cc1cccc(Cl)c1)n2C	?
O=C(CNc1cc(Cl)ccc1N1CCOCC1)Nc1ccccc1C(=O)c1ccccc1	-1%
O=C(CC1CCCCC1)N1CCC(Cc2nc(-c3ccccc3)no2)CC1	-12%
COc1cccc(CCC(=O)N[C@@H]2COCC[C@@H]2Oc2cccc(F)c2)c1	6%
O=C(NC1CCCCCC1)C1CCN(C(=O)c2ncn3c2COC(c2ccc(Cl)cc2)C3)CC1 (stereo not drawn)	-14%

Following part:
canonical_smiles	KDM5B inhibitor
CCCCNC(=O)c1c(-c2ccccc2)nnc2ccccc12	-4%
CC(OC(=O)C1=COCCO1)C(=O)Nc1ccc(N2CCOCC2)cc1 (stereo not drawn)	25%
Cc1cc(=O)n2nc(N(C)CC(=O)NCc3ccc(Cl)cc3)sc2n1	-41%
O=C(Cn1ccc2ccc(Br)cc21)NCCCO	20%
CC(C)c1nnc(C2CN(C(=O)CC3CCCCC3)CC23CCOCC3)o1 (stereo not drawn)	-16%
COc1ccc(CC(=O)NC(C)c2ccco2)cc1 (stereo not drawn)	18%
COCc1cn([C@H]2CO[C@H]3[C@@H]2OC[C@@H]3NCc2cccc(C#N)c2)nn1	-15%[86.2 µM]
Cc1ccc(Cl)cc1N1CCN(C(=O)CNC(=O)NCc2ccc(F)cc2)CC1	2%
CN(C)C[C@@H]1CN(c2ccccn2)C[C@H]1NC(=O)NC(C)(C)C	32µM*
C=CCSc1ccccc1NC(=O)c1sccc1C	9%
CC1=C[C@@H](CNS(=O)(=O)c2ccc(C#N)cc2)[C@H](C(C)C)C[C@H]1CC(=O)NCc1ccc(C#N)cc1	?
Cn1ccc2c(C(=O)NCc3cccnc3)nc(-c3cnn(Cc4ccccc4)c3)cc21	i

Next part.
| mol | KDM5B inhibitor |
| --- | --- |
| CCC(=O)N1CCc2sc(C(=O)NCc3cccnc3)cc2C1 | -35% |
| Cc1cc2nc3n(c(=O)c2n1CC(=O)Nc1ccc(Cl)cc1F)CCCC3 | -11% |
| N=C1/C(=C\c2coc3ccccc3c2=O)C(=O)N=C2SC=CN12 | -19% |
| O=C(CCc1c[nH]c2ccccc12)N1CC=C(c2ccccc2)CC1 | -20% |
| O=C(c1ccc(Cl)cc1)N1CCC(n2cc(-c3ccc(OC(F)F)cc3)[nH]c2=O)CC1 | ? |
| Cn1nnnc1C1CCCN(C(=O)NCc2ccccc2)C1 (stereo not drawn) | -23% |
| NCCC(=O)N1CCCC1 | 10% |
| CCCCCCCn1c(SCCC(=O)O)nc2c1c(=O)[nH]c(=O)n2C | 2% |
| CCn1cc(CN(CCOC)Cc2cccs2)ccc1=O | -29% |
| CCN(CC)S(=O)(=O)c1ccc(N(C)C)c(NS(=O)(=O)c2cc(C)ccc2C)c1 | ? |
| Cc1ccc(C(=O)OC(C)C(=O)NC(=O)NC2CCCCC2)c(O)c1 (stereo not drawn) | 7% |
| O=C(Nc1c(-c2cc(=O)oc3ccc(Cl)cc23)oc2ccccc12)C1CC1 | 19% |

Next section.
| mol | KDM5B inhibitor |
| --- | --- |
| Cc1ccc(NC(=O)N2CCN(c3nnnn3-c3ccccc3)CC2)cc1 | 5%[115 µM] |
| O=C(COc1ccccc1Cl)Nc1ccccc1OCc1cc(=O)n2ccccc2n1 | 17% |
| N#Cc1ccc(NS(N)(=O)=O)cc1 | -10% |
| COc1ccc(C(CNC(=O)c2oc3ccccc3c2C)N2CCCCC2)cc1 (stereo not drawn) | -2% |
| O=C1Nc2ccc(-c3ccccc3F)cc2C(=O)N2CCN(C(=O)c3cccs3)C[C@H]12 | -23% |
| Cc1ccc(Nc2nc(N)c(C(=O)C(C)C)s2)c(C)c1 | -10% |
| O=C(CN1C(=O)COc2ccc(C(=O)COc3ccc(F)cc3)cc21)NCCc1ccccc1 | -11% |
| O=C(Nc1c(-c2ccc(F)cc2)nc2ccccn12)c1cccc(F)c1 | -19% |
| O=C1OC[C@@H]2CCN(Cc3ccc(F)cc3)Cc3ccc(F)cc3N12 | 5%[86.2 µM] |
| COC[C@H]1C[C@@H](NS(=O)(=O)c2ccccc2)[C@H](O)[C@@H]1O | -10%[86.2 µM] |
| O=C(CCc1ncc(-c2ccccc2)o1)NC1CCS(=O)(=O)C1 (stereo not drawn) | 8% |
| CCCCn1nc(C(=O)N2CCCC2c2ccc3c(c2)OCCO3)c2ccccc2c1=O (stereo not drawn) | -2% |

(list continues)
| mol | KDM5B inhibitor |
| --- | --- |
| Cn1cc(-c2cc3c(ccn3Cc3ccncc3)c(N3CCOCC3)n2)cn1 | 5%[86.2 µM] |
| COc1ccc(CC(=O)Nc2ccc(=O)n3c2[C@@H]2C[C@@H](CN(S(=O)(=O)c4ccc(OC)cc4)C2)C3)cc1 | 258%[activator] |
| CC1CC(C)CN(C(=O)c2ccc(C(C)(C)C)cc2)C1 (stereo not drawn) | 15% |
| CCCCCCn1nc(C(=O)OCC#N)c2ccccc2c1=O | 9% |
| CCC(=O)Nc1cccc(C2OC(=O)N(Cc3ccc(C)cc3)C2C(=O)NCC2CCCO2)c1 (stereo not drawn) | -17% |
| COc1cc(O)c2c(=O)cc(-c3ccccc3)oc2c1 | 9% |
| O=C(NC1CCCCC1)C1CCN(C(=O)c2ncn3c2COC(c2ccc(Cl)cc2)C3)CC1 (stereo not drawn) | -18% |
| CC(C)(C)CC(=O)Nc1nnc2n1CCS2 | -1% |
| CCCCC(=O)Nc1oc2c(C)cccc2c(=O)c1-c1ccccc1 | -13% |
| COc1cccc(OC)c1C(=O)Nc1ccc2oc(-c3ccncc3)nc2c1 | -14% |
| CCOC(=O)c1cc(-c2ccc(C)cc2)n(CCCC(=O)Nc2cc(C)ccc2C)c1 | -45% |
| O=C(CSc1ncc(-c2ccc(F)cc2)o1)NC(=O)c1ccccc1 | 16% |

(list continues)
| mol | KDM5B inhibitor |
| --- | --- |
| CNC(=O)[C@@H](c1ccccc1OC)N1CCC[C@H]1C(=O)N1CCOCC1 | -22%[86.2 µM] |
| Cc1nnc([C@@H]2CC(F)(F)CN2C(=O)COc2ccccc2)o1 | 4% |
| O=C(COC(=O)COc1ccc(C2SCCCS2)cc1)Nc1c(F)cccc1F | 13% |
| Cc1nc2cc(S(=O)(=O)N3CCOCC3)ccc2n1CCNC(=O)C(C)O (stereo not drawn) | 11% |
| COc1ccc(C(=O)NC2CCCN(c3cc(-c4ccc(F)cc4)[nH]n3)C2)cc1F (stereo not drawn) | -8% |
| CCOc1ccccc1-n1nnnc1SCc1nc2ccccc2[nH]1 | -15% |
| O=C(CC1CCCC1)N1CCC(Cc2nc(-c3ccc(F)cc3)no2)CC1 | -14% |
| COc1ccc(N2CC(c3noc(-c4ccc(OC(F)(F)F)cc4)n3)CC2=O)cc1 (stereo not drawn) | 35%[activator] |
| O=C(CCc1nnc2ccc(NCc3ccco3)nn12)Nc1cccnc1 | 10% |
| O=C1CCN(C(=O)CC2CCCCC2)CCCOCCN1 | -13% |
| Cc1ccn2c(Nc3ccc4c(c3)OCCO4)c(-c3cccs3)nc2c1 | ? |
| CS(=O)(=O)N[C@H]1CCN2C(=O)c3cc(-c4cccc(C(F)(F)F)c4)ccc3NC(=O)[C@@H]2C1 | -12% |

The list goes on:
| mol | KDM5B inhibitor |
| --- | --- |
| O=C(CSCc1cccs1)NCC1CC1 | 23% |
| CS(=O)(=O)N[C@H]1CO[C@H]2[C@@H]1OC[C@@H]2Nc1nccc(-c2cccc(F)c2)n1 | ? |
| Cc1nnc2n1CCC(NC(=O)c1cccn1C)CC2 (stereo not drawn) | 20µM* |
| COc1ccc2c(c1)sc1ncc(C(=O)NCc3ccc(Cl)cc3)c(=O)n12 | -22% |
| CN(Cc1ccc2ccccc2c1)C(=O)CN(C)c1ncnc2nc[nH]c12 | 4% |
| Nc1ccc(CCn2ccnc2)cc1 | 21% |
| C[C@H]1[C@@H]2[C@@H](O)C([C@H](C)C(=O)N(C)Cc3ccccc3)CC[C@@]2(C)CC[C@@H]1NC(=O)Cc1ccccc1 (stereo partly drawn) | -9% |
| O=C(NCc1cccnc1)c1cc(-c2ccncc2)nc2ccccc12 | -14% |
| CN(C)C(=O)CSc1nc2ccc(N3C(=O)c4ccccc4C3=O)cc2s1 | 1% |
| Cc1ccc(NC(=O)N2CCC(CCNC(=O)C3CCC3)CC2)cc1F | 18% |
| Cc1cccc(C(=O)N2CCCN(C(=O)C3CC3)C(c3ccccc3)CC(=O)NCC2)c1 (stereo not drawn) | -10% |

Some of the entries so far, as labelled records.
Structure: O=C(NCc1cccnc1)c1cc(-c2ccncc2)nc2ccccc12
  KDM5B inhibitor = -14%
Structure: Cc1cccc(C(=O)N2CCCN(C(=O)C3CC3)C(c3ccccc3)CC(=O)NCC2)c1 (stereo not drawn)
  KDM5B inhibitor = -10%
Structure: CN(Cc1ccc2ccccc2c1)C(=O)CN(C)c1ncnc2nc[nH]c12
  KDM5B inhibitor = 4%
Structure: C[C@H]1[C@@H]2[C@@H](O)C([C@H](C)C(=O)N(C)Cc3ccccc3)CC[C@@]2(C)CC[C@@H]1NC(=O)Cc1ccccc1 (stereo partly drawn)
  KDM5B inhibitor = -9%

Not all compounds are listed; rates above refer to the full screens.
